Source: PubChem BioAssay (National Center for Advancing Translational Sciences (NCATS))
ERK AVP inh: qHTS Assay for Inhibitors of the ERK Signaling Pathway using a Homogeneous Screening Assay | actives 0.99% (n = 72,000) | Potency, µM (highest dose often 57.5 µM), for the others: at the top dose activity, negative = inhibition, most hits filed as inhibitors | HEK293-V1b, vasopressin-stimulated pERK AlphaScreen; also: potency is read from the fitted curve at half-maximal effect; % is scaled to controls: 0 for no effect and ±100 for the full control effect; nearly all actives have a fitted effect of over 55% in size
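HEK293 cells stably expressing V1b receptor, preincubated 30 min at 37 °C with compound, then stimulated 5 min with 25 nM vasopressin. Phospho-ERK by AlphaScreen SureFire after 5 h RT; normalized to DMSO and vasopressin; AC50 by Hill fit.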
USP2a inh: qHTS Assay for Inhibitors of Ubiquitin-specific Protease USP2a; AID 927, 2007; actives 0.1% (n = 60,000); Potency, µM (top dose mostly 38.3 µM), inactives show top-dose activity change, negative = inhibition, actives largely listed as inhibitors; USP2a enzymatic assay, qHTS inhibition;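 also: potency is read from the fitted curve at half-maximal effect; nearly all actives have a fitted effect of over 60% in size; plate controls were DMSO for no effect and NEM full inhibition control for full effect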
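Coupled readout: USP2-cleaved Ub-PLA2 (20nM final) turns over NBD C6-HPC (20uM final), Ex 460nm/Em 535nm after 2.5 h, time-zero read flagging artifacts. Enzyme (20nM final, pH 8.0 Tris) given 30 min RT with compound first; NEM defines full inhibition.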
Caspase-7 inhib: qHTS Assay for Allosteric/Competitive Inhibitors of Caspase-7; Potency, µM (top dose mostly 57.5 µM), for the others: at the highest dose activity change, negative = inhibition, actives largely listed as inhibitors; actives 0.02% (n = 75,000); recombinant caspase-7, Ac-DEVD-AFC fluorescence rate; active = well fitted inhibition curve with a large enough effect in the main read-out, with a control signal flat, not every such curve was filed as active; inconclusive = small, poorly fitted or top-dose-only effect, or a change in a side signal; also: potency is read from the fitted curve at half-maximal effect; % of control where 0% means no effect
Tau filament bind: qHTS Assay for Tau Filament Binding; Potency, µM (highest dose often 57.1 µM), inactives show at the top dose activity change, negative = inhibition; Microtubule-associated protein tau (Homo sapiens), P10636; AID 596, 2007; actives 2% (n = 71,000); recombinant tau filaments, thioflavin S fluorescence, 15 h; filaments grown with octadecylsulfate alongside compound;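 also: potency is read from the fitted curve at half-maximal effect; % is scaled to controls: 0 for no effect and ±100 for the full control effect; actives lower thioflavin S fluorescence by blocking filaments or displacing dye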
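Quantitative HTS: thioflavine S signal from ODS-induced tau filaments, excited at 450 nm, emission 510 nm. Conditions: 1 uM tau, 30 uM ODS, 15 h at 37 C, pH 7.4.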
Caspase-1 inhib: qHTS Assay for Allosteric/Competitive Inhibitors of Caspase-1; P29466; Caspase-1 enzyme, Ac-WEHD-AFC fluorogenic rate; Potency, µM (highest dose often 57.5 µM), inactives show at the top dose activity change, negative = inhibition, hits mostly inhibitors; actives 0.03% (n = 75,000);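 also: potency is read from the fitted curve at half-maximal effect; plate controls were vehicle for no effect and no substrate for full effect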
Target sequence (P29466 120-297 limits assumed): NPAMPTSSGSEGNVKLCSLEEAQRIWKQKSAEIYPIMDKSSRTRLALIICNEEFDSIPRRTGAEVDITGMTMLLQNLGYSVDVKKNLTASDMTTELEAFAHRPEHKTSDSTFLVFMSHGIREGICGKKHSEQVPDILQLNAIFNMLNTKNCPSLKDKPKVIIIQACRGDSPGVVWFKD
Target sequence (P29466 317-404 limits assumed): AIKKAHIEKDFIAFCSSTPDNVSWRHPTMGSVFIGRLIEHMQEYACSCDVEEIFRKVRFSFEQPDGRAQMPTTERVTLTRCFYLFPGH
BRCT inh red: qHTS Assay for Inhibitors of BRCT-Phosphoprotein Interaction (Red Fluorophore) | Breast cancer type 1 susceptibility protein (Homo sapiens), P38398 | BRCT-phosphopeptide binding, red fluorescence polarization | Potency, µM (titrated, usually from 76.9 µM), without a hit: at the highest dose activity change, negative = inhibition, usual class: inhibitors | actives 0.03% (n = 75,000); also: % is scaled to controls: 0 for no effect and ±100 for the full control effect
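Fluorescence polarization: 100 nM His-tagged BRCA1 BRCT with 100 nM TAMRA-labelled phospho-BACH1 decapeptide, phosphate buffer pH 7.3 with 150 mM NaCl, DTT, 0.01% Tween 20; 12 min RT. Binding inhibition seen as FP decrease.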
CRE-bla Fsk: Cell signaling CRE-BLA (Fsk stim). actives 2.5% (n = 71,000). Potency, µM (highest dose often 38.2 µM), inactives show top-dose activity change, negative = inhibition, hits mostly activators. CHO CRE-bla reporter (cAMP response element driving beta-lactamase), forskolin EC10, beta-lactamase ratio. AID 662, 2007; active = well fitted activation curve with a large enough effect in the signal ratio, with a control signal flat, not every such curve was filed as active; inconclusive = small, poorly fitted or top-dose-only effect, or effect the other way, or a change in a side signal; the % refers to the signal ratio; also: potency is read from the fitted curve at half-maximal effect; % of control where 0% means no effect
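Reporter-gene assay: CHO cells with beta-lactamase behind cAMP responsive elements, co-treated with compound and EC10 NKH 477 for 3 hours at 37 degrees Celsius. Activity came from the 460/530 nm CCF4 emission ratio.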
A350 fluor: qHTS Assay for Spectroscopic Profiling in A350 Spectral Region; Compound autofluorescence, 340/450 nm, Alexa 350 dye-equivalents; active compounds read high; max dye-equivalent concentration, M; actives 11% (n = 59,000); AID 590, 2007; in the data active = max dye-equivalent concentration above about 10 nM; inconclusive = mostly about 1.1 nM to 9.6 nM
BRCT inh green: qHTS Assay for Inhibitors of BRCT-Phosphoprotein Interaction (Green Fluorophore). Breast cancer type 1 susceptibility protein (Homo sapiens), P38398. BRCA1 BRCT-phosphopeptide binding, green fluorescence polarization. Potency, µM (doses to about 76.9 µM), for the others: at the top dose activity change, negative = inhibition, actives largely listed as inhibitors. actives 0.05% (n = 75,000). AID 875, 2007;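 also: potency is read from the fitted curve at half-maximal effect; plate controls were peptide without protein for full effect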
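Compounds were incubated for 12 min at room temperature with a complex of 100 nM fluorescein-tagged pBACH1 decapeptide and 250 nM His-tagged BRCT protein. Buffer was phosphate pH 7.3 with EDTA, DTT and Tween 20. Disruption of binding lowers the polarization signal.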
Luciferase inh: qHTS Assay for Inhibitors of Firefly Luciferase; Luciferin 4-monooxygenase (Photinus pyralis), P08659; purified firefly luciferase, luminescence, 8 min; Potency, µM (doses to about 57.1 µM), for inactives: at the top dose activity change, negative = inhibition, usual class: inhibitors; actives 2.2% (n = 72,000); AID 411, 2009; also: potency is read from the fitted curve at half-maximal effect; % is scaled to controls: 0 for no effect and ±100 for the full control effect; nearly all actives have a fitted effect of over 40% in size
Target sequence (P08659 whole entry, looked up): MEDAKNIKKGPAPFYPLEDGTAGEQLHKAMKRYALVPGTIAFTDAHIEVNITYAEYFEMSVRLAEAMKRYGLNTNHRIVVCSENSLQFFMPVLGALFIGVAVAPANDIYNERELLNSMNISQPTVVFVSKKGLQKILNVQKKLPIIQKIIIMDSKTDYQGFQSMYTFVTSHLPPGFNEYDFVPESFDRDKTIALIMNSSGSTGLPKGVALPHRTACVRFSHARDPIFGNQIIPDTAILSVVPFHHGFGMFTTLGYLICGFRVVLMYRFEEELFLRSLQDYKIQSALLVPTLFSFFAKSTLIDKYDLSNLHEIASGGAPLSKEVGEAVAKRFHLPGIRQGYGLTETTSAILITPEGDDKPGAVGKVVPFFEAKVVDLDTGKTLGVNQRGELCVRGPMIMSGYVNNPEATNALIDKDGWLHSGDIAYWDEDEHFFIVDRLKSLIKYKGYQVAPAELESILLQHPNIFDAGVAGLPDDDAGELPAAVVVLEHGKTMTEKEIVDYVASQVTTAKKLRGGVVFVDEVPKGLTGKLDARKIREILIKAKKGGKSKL
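Inhibition of light generation by firefly luciferase from ATP and luciferin was profiled with concentration-response curves per sample, ATP held at 10 uM within the enzyme's linear range. Plates were read by luminescence after an 8-minute ambient incubation.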
HEK293 cAMP cs: qHTS Assay for Agonists of the Thyroid Stimulating Hormone Receptor: Activators of Intracellular cAMP Concentrations in Parental HEK 293; parental HEK293 CNG cAMP sensor, membrane potential fluorescence; Potency, µM (doses to about 57.1 µM), without a hit: at the highest dose activation, actives largely listed as activators; actives 2.5% (n = 73,000); AID 938, 2007; also: potency is read from the fitted curve at half-maximal effect; % of control where 0% means no effect; nearly all actives have a fitted effect of over 55% in size
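Counterscreen for endogenous-receptor signalling: CNG-channel HEK 293 cells report cAMP rise by membrane depolarization. After 60 min dye equilibration with 100 uM RO 20-1724, compounds incubated 30 min before bottom-read fluorescence at 590 nm.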
* = called active by the depositor; i = inactive; u = inconclusive; x = no result given; [ ] = another dose, or the depositor's remark. Unless noted, calls follow the shape of the dose curve; as a rule, active = well fitted curve in the direction sought with a large enough effect; inconclusive = small, poorly fitted or top-dose-only effect, or another doubt; inactive = no such curve, though single readings can be large; an effect the other way counts as inactive or inconclusive.

SMILES,ERK AVP inh,USP2a inh,Caspase-7 inhib,Tau filament bind,Caspase-1 inhib,BRCT inh red,CRE-bla Fsk,A350 fluor,BRCT inh green,Luciferase inh,HEK293 cAMP cs
O=c1cc(-c2ccccc2)nc2nc(COc3ccccc3)[nH]n12,-12%,-12%,1%,10%,4%,-5.9%,1%,i,2.5%,0%,15%
NC1(C(=O)OCc2ccccc2)CCCC1,2%[11.5 µM],x,-1%[11.5 µM],6%[11.4 µM],2%[11.5 µM],-0.8%[15.4 µM],-21%[7.6 µM],i,-0.3%[15.4 µM],-1%[11.4 µM],7%[11.4 µM]
CCOc1cc(NC(=O)c2ccco2)c(OCC)cc1NC(=O)CCc1ccccc1OC,-2%,x,-3%,2%,-11%,-0.4%,u,u,0.3%,3%,-15%
CC1Cc2ccccc2N1C(=O)c1ccc2snnc2c1 (stereo unspecified),-17%,-1%,-1%,-24%,-3%,0.8%,9%,x,0.4%,-2%,2%
Cc1ccc(S(=O)(=O)Cc2ccc(C(=O)N3CCN(c4ccccn4)CC3)o2)cc1,-24%,x,-1%,0%,-3%,-0.2%,16%,x,-1.4%,2%,u
Cc1ccc(S(=O)(=O)Nc2cc(C(=O)O)ccc2N2CCCCC2)cc1,2%,-22%,2%,-2%,1%,-0.3%,u,u,0.0%,2%,12%
O=Nc1c2nc3ccccc3n(O)c-2c2ccccc12,u,9%,-11%,u,-13%,1.4%,22%,i,-2.9%,-6%,-10%
O=C(CN1CCOCC1)NCCNC(=O)CN1CCOCC1,-4%,0%,5%,4%,1%,0.2%,13%,i,-3.2%,3%,1%
CN(C)C(=O)N1CCN(C(=O)N(C)C)CC1,-7%,-7%,-3%,14%,4%,-0.5%,-7%,i,-0.5%,-1%,0%
CCOC(=O)CSc1ncnc2c1cnn2-c1ccccc1,-17%,3%,0%,1%,-2%,0.3%,2%,i,-4.3%,-18%,27%
CC1CCCC(C)N1C(=O)Cn1c(SCC(=O)Nc2ccc3c(c2)OCO3)nc2ccccc21 (stereo unspecified),6%,29%,0%,7%,1%,0.4%,-10%,i,0.1%,5%,u
Cc1noc(/C=C/N(C)C)c1S(=O)(=O)N1CCCC(C(=O)NCc2ccco2)C1 (stereo unspecified),-12%,x,-6%,32%,-2%,-1.0%,3%,x,-0.9%,-6%,-3%
S=c1[nH]nc(-c2ccccc2Cl)n1CC1CCCO1 (stereo unspecified),-10%,2%,1%,1%,-1%,0.2%,-2%,i,-0.8%,2%,0%
CCOc1ccc(NC(=O)CCN2CCN(c3ccccc3)CC2)cc1,-1%,8%,0%,6%,-1%,0.9%,-2%,x,-0.5%,3%,23%
CCOC(=O)c1ccc(NC(=O)CSc2nnc(C)n2-c2ccccc2)cc1,-11%,27%,-1%,11%,1%,0.5%,-26%,i,0.5%,0%,1%
Nc1nc2c(cnn2CCc2ccccc2)c2nc(-c3ccco3)nn12,-15%,x,-4%,x,0%,-0.2%,x,x,-1.4%,x,1%
COC(=O)C1=C(C)NC(C)=C(C(=O)OC)C1c1cc2ccc(C)cc2[nH]c1=O,23%,10%,-2%,2%,-4%,-0.6%,1%,2.1e-08M*,1.1%,2%,22%
COc1cc(NC(=O)CCCC(=O)OCC(F)(F)C(F)F)nc(OC)n1,-12%,5%,0%,6%,-3%,-0.6%,11%,x,-1.6%,0%,7%
CC1CCCCN1S(=O)(=O)c1coc(C(N)=O)c1 (stereo unspecified),-12%,x,-1%,0%,3%,1.6%,-8%,x,-2.6%,2%,-2%
COc1ccc([C@H]2Sc3ccccc3N(CCN(C)C)C(=O)[C@H]2OC(C)=O)cc1,-2%[25.7 µM],-12%[17.1 µM],2%[25.7 µM],1%[25.6 µM],-1%[25.7 µM],0.3%[34.4 µM],6%[17.1 µM],i,-0.2%[34.4 µM],2%[25.5 µM],2%[25.6 µM]
CC[C@]1(O)C[C@@H]2CN(CCc3c([nH]c4ccccc34)[C@](C(=O)OC)(c3cc4c(cc3OC)N(C)[C@H]3[C@](O)(C(=O)OC)[C@@H](C(=O)OC)[C@@]5(CC)C=CCN6CC[C@@]43[C@@H]65)C2)C1,-12%,x,-2%,u,-4%,0.1%,0.25µM*,x,16%,-4%,6%
O=C(NCCc1ccccc1)c1c(O)c2cccc3c2n(c1=O)CC3,-10%,0%,0%,-14%,-1%,-0.8%,4%,u,-0.1%,1%,27%
S=c1[nH]nc(COc2ccccc2)n1C1CCCCC1,-1%,6%,-2%,-15%,-5%,-0.5%,13%,x,-0.9%,0%,u
COC(=O)Cc1ccc2c3ccccc3n(C)c2c1,-1%,-1%,-5%,11%,-10%,2.7%,16%,x,-2.3%,-2%,u
Cc1oc(-c2ccc(Cl)cc2)nc1CN1CCCC(C(=O)NCc2ccco2)C1 (stereo unspecified),2%,30%[activator],-2%,25%,0%,0.5%,-17%,i,-1.2%,3%,u
CC(C)OC(=O)c1nnc(Cc2ccc(Cl)cc2)o1,1%,x,-1%,-26%,0%,-0.2%,2%,x,-1.1%,-1%,5%
CCCCN1CCCCC1C(=O)Nc1c(C)cc(C)cc1C (stereo unspecified),1%,3%,0%,u,1%,-0.5%,u,i,-1.9%,-28%,20µM*
CCC1S/C(=C(\C#N)C(N)=O)N(c2ccc(F)cc2)C1=O (stereo unspecified),-26%,1%,-1%,11%,-2%,0.0%,13%,i,-3.2%,1%,0%
CC(C)N1CCN(c2ccc(OC[C@@H]3CO[C@@](Cn4cncn4)(c4ccc(Cl)cc4Cl)O3)cc2)CC1,17%[25.7 µM],21%[17.1 µM],1%[25.7 µM],-27%[25.6 µM],-4%[25.7 µM],0.3%[34.4 µM],-9%[17.1 µM],i,0.6%[34.4 µM],2%[25.5 µM],u
COc1ccc(NC(=O)N(CCCN(C)C)Cc2cc3cc(OC)ccc3[nH]c2=O)cc1,17%,1%,0%,3%,-1%,1.6%,7%,7.7e-08M*,0.3%,0%,-1%
COc1ccc(CCNC(=O)Cn2c(=O)n(Cc3ccco3)c(=O)c3ccc(Cl)cc32)cc1OC,-6%,22%,-2%,0%,0%,-0.1%,u,i,-3.1%,0%,u
O=C(NCCc1ccccc1)C1CCN(S(=O)(=O)c2cccs2)CC1,-2%,0%,1%,6%,0%,-1.6%,u,i,-0.1%,1%,4%
CCOC(=O)C1CCCN(c2c(NCCN(C)Cc3ccccc3)c(=O)c2=O)C1 (stereo unspecified),-4%,x,-1%,-2%,-3%,1.1%,-2%,x,0.4%,2%,1%
CCCCc1c(O)nc2n(c1=O)CCS2,6%,-1%,0%,-9%,0%,0.0%,0%,u,-1.8%,1%,10%
COc1cc2c(c(O)c1OC)C(=O)C(OC)CCC2 (stereo unspecified),x,x,-1%,x,-2%,1.1%,x,x,-0.2%,x,8%
Cc1cccc2cc(CN(CC3CCCO3)C(=O)c3ccncc3)c(=O)[nH]c12 (stereo unspecified),-12%,3%,-1%,8%,-3%,-0.4%,5%,i,-0.3%,3%,1%
CC(C)C(C)C,-12%,x,0%,14%,-8%,0.7%,-1%,x,-1.1%,x,-15%
COc1ccc(N2CCN(C(=O)CCN3C(=O)c4ccccc4S3(=O)=O)CC2)cc1,3%,7%,2%,-10%,2%,-0.3%,3%,i,0.5%,3%,7%
CCOC(=O)C1CCCN(S(=O)(=O)c2cc(Br)cc3c2N(C(=O)C2CC2)CC3)C1 (stereo unspecified),u,34%[activator],-2%,10%,-1%,-0.7%,20%,i,1.7%,1%,u
COCCCNC(=O)Cn1cc2c(n1)CCCCC2,-1%,x,-2%,0%,-1%,-0.1%,-6%,x,-4.3%,2%,-3%
CCC(=O)N1CCc2cc(S(=O)(=O)N3CCN(c4ccccn4)CC3)ccc21,24%,36%[activator],-2%,4%,-1%,-1.7%,11%,i,-2.8%,1%,28%
COc1nc(Nc2ccc(C(C)=O)cc2)nc(OC)n1,x,x,1%,x,-4%,-1.4%,x,x,0.0%,x,6%
O=C(OC1CCOC1=O)c1ccc(-c2nc3ccccc3s2)s1 (stereo unspecified),u,34%[activator],-13%,-29%,-10%,0.2%,u,1.1e-06M*,0.7%,2.5µM*,-12%
